proCasp7 act: procaspase-7 activators, primary screen, counter-screen for procaspase-3 activator project, biochemical, absorbance, HTS, human | Caspase-7 (Homo sapiens), P55210 | recombinant procaspase-7, Ac-DEVD-pNA absorbance 405 nm; D23A/D198A/D206A triple mutant, cannot self-cleave; scale: DMSO 0, 5 µM enzyme 100 | activation, % at 8.5 µM | actives 0.093% (n = 330,000) | AID 463210, 2010;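 active = percent activation above the screen-wide mean plus 3 SD, cut at about 25% in these data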
Target sequence (P55210 whole entry D23A/D198A/D206A): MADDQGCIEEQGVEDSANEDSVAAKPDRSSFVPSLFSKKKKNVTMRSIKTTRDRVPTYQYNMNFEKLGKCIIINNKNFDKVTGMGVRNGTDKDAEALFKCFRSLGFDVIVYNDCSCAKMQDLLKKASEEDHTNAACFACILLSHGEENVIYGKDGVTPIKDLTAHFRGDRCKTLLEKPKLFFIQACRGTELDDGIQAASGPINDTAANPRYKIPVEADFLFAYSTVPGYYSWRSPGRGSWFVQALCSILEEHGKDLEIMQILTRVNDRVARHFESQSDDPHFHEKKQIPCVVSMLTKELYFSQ
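Assay system – Uncleavable procaspase-7 mutant enzyme · Quantity – 2 µM procaspase-7 mutant as dispensed · Times – 1 h preincubation, 2 h reaction · Dosing – single nominal 8.5 µM compound dose, 0.8% DMSO final · Buffer or medium – Zinc-free 50 mM HEPES buffer, pH 7.4, with NaCl and Triton X-100 · Detection – Epi-absorbance of released pNA at 405 nm, two timepoints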
JMJD2C inh: inhibitors of GASC-1 histone demethylase, primary screen, biochemical, fluorescence, DELFIA europium; Lysine-specific demethylase 4C (Homo sapiens), Q9H3R0; GST-JMJD2C(1-420) H3K9me3 demethylation; inhibition, % at 2.35 µM; actives 0.069% (n = 330,000);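 active = more than half of a compound's replicate wells show inhibition beyond 50%, single wells judged on their own value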;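 also: signal counts dimethyl H3K9 product captured on neutravidin plate; 0% = median of DMSO wells and 100% = 0.3 times that DMSO median; strong numbers were not always called active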
Target sequence (Q9H3R0 1-420 limits assumed): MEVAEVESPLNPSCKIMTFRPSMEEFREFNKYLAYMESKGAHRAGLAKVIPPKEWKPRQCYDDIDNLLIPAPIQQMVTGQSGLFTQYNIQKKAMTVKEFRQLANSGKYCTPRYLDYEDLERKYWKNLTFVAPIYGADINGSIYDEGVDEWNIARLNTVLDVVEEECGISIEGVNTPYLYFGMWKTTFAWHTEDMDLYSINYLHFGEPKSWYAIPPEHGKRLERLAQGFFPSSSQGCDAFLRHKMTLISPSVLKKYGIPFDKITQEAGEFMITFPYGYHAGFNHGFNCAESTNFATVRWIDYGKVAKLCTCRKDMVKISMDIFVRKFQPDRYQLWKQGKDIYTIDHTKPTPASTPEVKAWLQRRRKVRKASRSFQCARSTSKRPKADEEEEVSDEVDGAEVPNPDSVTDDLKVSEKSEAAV
CTSL1 counter: Fasciola hepatica cathepsin L1 inhibitors, primary screen, counter-screen for PFM18AAP inhibitor project, biochemical, QFRET, fluorogenic peptide substrate; recombinant F. hepatica cathepsin L1, Z-Leu-Arg-MCA fluorescence; inhibition, % at 5.96 µM; actives 0.49% (n = 300,000); AID 1906, 2009;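 active = inhibition above the mean of all tested compounds plus 3 SD, set per screening campaign, cut at about 17% in these data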;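 also: 0% = plate median of test compound wells and 100% = 1 µM Z-Phe-Ala-diazomethylketone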
Efflux pump inh: inhibitors of Candida efflux pumps in yeast, primary screen, S. cerevisiae, Nile Red, multiplex. inhibition, % at 10 µM. S. cerevisiae Candida pump triplex. actives 0.44% (n = 330,000). AID 485275, 2010;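 active = plate passing quality check with inhibition over a set limit, or well fluorescence over plate mean plus 4 SD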;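 also: Nile Red retained in pooled yeast measured as flow cytometry median fluorescence; 0% = buffer negative control and 100% = Enniatin B positive control; higher means more Nile Red kept so more efflux inhibition; some compounds called inactive have numbers as strong as hits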
PP5 inh: PP5 phosphatase inhibitors, primary screen, biochemical, fluorescence; Serine/threonine-protein phosphatase 5 (Homo sapiens), P53041; purified PP5c, OMFP substrate fluorescence; inhibition, % at 6.7 µM; actives 0.18% (n = 320,000);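 active = inhibition above the campaign's mean inhibition across all tested compounds plus 3 SD, cut at about 9.5% in these data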;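 also: 0% = DMSO only and 100% = 100 µM cantharidin control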
core dimer inh: inhibitors of HCV core protein dimerization, primary screen, biochemical, TR-FRET, high-throughput; actives 0.33% (n = 300,000); TR-FRET GST/Flag-core106 dimerization, 1536-well; inhibition, % at 5 µM;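 active = inhibition above the mean of all tested compounds plus 3 SD, set per screening campaign, cut at about 45% in these data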
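test system = GST/Flag-tagged HCV core106 proteins | probe or stimulus = Eu donor and XL665 acceptor anti-tag antibodies | times = compound-protein-antibody incubation 4 h at 22.5 °C | signal = TR-FRET, excitation 340 nm, emission 617 and 671 nm | measure = percent inhibition of core106 dimerization signal | controls = wells lacking GST-core106 and wells with excess unlabelled core106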
TPT1 inh: Candida albicans TPT1 enzyme inhibitors, primary screen, biochemical, fluorescence polarization | tRNA 2'-phosphotransferase TPT1 (Candida albicans SC5314) | recombinant caTPT1, FP RNA substrate dephosphorylation | inhibition, % at 5 µM | actives 0.81% (n = 300,000);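 active = inhibition above the mean of all tested compounds plus 3 SD, set per screening campaign, cut at about 24% in these data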;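 also: plate controls were DMSO alone for no effect and ferristatin control at 100 nM for full effect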
PP1 inh: PP1-alpha phosphatase inhibitors, primary screen, counter-screen for PP5 inhibitor project, biochemical, fluorescence, OMFP substrate, single point; purified PP1alpha; inhibition, % at 6.7 µM; actives 0.9% (n = 320,000);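 active = inhibition above the mean inhibition of all tested compounds plus 3 SD, computed separately for each screening campaign, cut at about 15% in these data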
proCasp3 act: activators of human procaspase-3 D3A mutant, primary screen, biochemical, absorbance, PC-3 D3A mutant, single concentration; activation, % at 8.5 µM; Caspase-3 (Homo sapiens), P42574; actives 0.11% (n = 330,000); recombinant procaspase-3 D3A, Ac-DEVD-pNA absorbance 405 nm;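 active = activation above the mean of all tested compounds plus 3 SD, cut at about 21% in these data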;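 also: 0% = DMSO alone and 100% = DMSO wells spiked with extra 5 µM PC-3 D3A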
Target sequence (P42574 whole entry D9A/D28A/D175A): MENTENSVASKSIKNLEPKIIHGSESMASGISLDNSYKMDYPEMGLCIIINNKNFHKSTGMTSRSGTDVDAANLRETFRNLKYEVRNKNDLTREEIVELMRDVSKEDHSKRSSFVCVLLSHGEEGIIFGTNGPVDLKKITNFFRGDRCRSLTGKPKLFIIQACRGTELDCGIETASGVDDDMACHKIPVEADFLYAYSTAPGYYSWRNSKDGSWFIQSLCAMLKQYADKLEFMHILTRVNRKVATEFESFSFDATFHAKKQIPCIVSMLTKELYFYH
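Test system: Procaspase-3 D3A mutant, all three cleavage aspartates alanine | Dosing: Single dose, 8.5 µM nominal compound, 0.8% DMSO | Schedule: 1 h preincubation, 2 h reaction | Technique: 405 nm absorbance of p-nitroaniline, reads at 0 and 120 min | Repeats: One well per compound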
* = called active by the depositor; x = not tested or not shown; & = joins results of further samples. Hits appear at their usual frequency; about 2.9% have a hit in one of these screens.

Every second line gives: proCasp7 act	JMJD2C inh	CTSL1 counter	Efflux pump inh	PP5 inh	core dimer inh	TPT1 inh	PP1 inh	proCasp3 act
CCCCNC(=O)Cn1cnc2sc(C(=O)OCC)c(C)c2c1=O
 : 3	26	4	-0.1	0.0	-8	-1	1	-1
Cc1nc(-c2cccc(NS(C)(=O)=O)c2)cs1
 : -13	-8	0	0.0	2.8	-2	-2	-2	8
CCOC(=O)CCCNC(=O)CCCNC(=O)C(c1ccccc1)c1ccccc1
 : 12	1	-2	-0.2	-0.7	1	0	-5	5
CC(C)(C)NC(=O)CSc1nc(N)c(NC(=O)c2ccccc2F)c(=O)[nH]1
 : 1	5	3	0.1	-0.7	-8	2	-5	-3
O=C(NCc1cccnc1)c1nc(-c2cccs2)no1
 : 11	0	-1	-0.1	1.8	-7	-2	-2	-3
O=S1(=O)CCC(NC(=S)N2CCOCC2)C1 (stereo not given)
 : 10	0	-2	-0.1	1.3	-1	-5	1	-3
COC(=O)Cc1ccc(NC(=S)NCc2ccc(F)cc2)cc1
 : 3	-11	-3	0.6	2.6	-9	1	-3	2
COc1ccccc1NC(=O)N(Cc1cc2cc(OC)c(OC)cc2[nH]c1=O)CC1CCCO1 (stereo not given)
 : 11	20&-1	2	0.0	-0.4	3	-2	-9	3
CCc1cccc(NC(=O)CCCCCC2NC(=O)NC2C)c1 (stereo not given)
 : 1	4	5	0.0	2.3	3	-2	-3	2
CN(C)S(=O)(=O)c1cccc(NC(=O)COC(=O)COc2ccc(Br)cc2)c1
 : -4	-1	-14	0.8	3.4	7	0	1	-2
CCOC(=O)/C(=N\Nc1ccccc1Cl)N1CCN(c2ccccc2OC)CC1
 : -2	10	0	-0.1	3.4	4	1	3	2
Cc1ccccc1-c1n[nH]c(=S)n1/N=C/C=C/c1ccco1
 : -35	0	6	-0.2	0.6	4	4	-3	-10
CCOc1ccc(C(=O)C(C)OC(=O)Cn2c(C)csc2=O)cc1 (stereo not given)
 : -2	-3	1	-0.1	2.7	-8	2	-6	0
Cc1nc2ccccc2n1CC(=O)OCC(=O)NCCc1ccccc1
 : 5	-7	1	0.2	1.7	-4	-3	-2	4
Nc1ccccc1C(=O)NCCN1CCNC1=O
 : -4	-4	8	0.0	-1.0	-2	-1	-2	0
CCCc1cc(=O)[nH]c(SCC(=O)Nc2ccc([N+](=O)[O-])cc2C#N)n1
 : 6	2	3	-0.1	-1.2	3	-1	0	10
COc1ccc(N)c2c1OCCC2=O
 : -13	-4	2	-0.4	-1.7	-7	3	0	2
CCc1nnc(NC(=O)Nc2ccc(OC)cc2)s1
 : 1	10	4	0.3	2.9	0	3	0	-2
CCOc1cc(S(=O)(=O)N2CCN=C2Cc2ccccc2)ccc1F
 : 4	-1	-3	0.2	1.8	-6	-1	-2	4
COc1ccc(NS(=O)(=O)c2ccc(NC(=S)NC(=O)c3cccnc3)cc2)nn1
 : -9	-10	-7	-0.1	2.4	-2	-10	-6	-5
COc1ccc(NC(=O)N(C2CCCCC2)C(C)c2cccnc2)c(OC)c1 (stereo not given)
 : -33	-8	2	0.0	-0.8	-4	0	1	-16
CC1(C)Cc2nc3[nH]c(=S)n(-c4ccccc4)c(=O)c3cc2CO1
 : 1	0	-1	0.1	1.2	2	2	-1	4
CC1=CCC(C(C)(C)NC(=O)c2ccccc2)C/C1=N\O (stereo not given)
 : 13	4	-6	-0.7	0.7	1	-1	2	-1
CCOC(=O)CSc1nnc(NC(=O)c2cccc(S(=O)(=O)N3CCCCC3)c2)s1
 : -6	12&2	3	0.0	0.7	5	5	-5	-2
CCOc1ccc(N2C(=O)CC(N(C)Cc3ccccc3)C2=O)cc1 (stereo not given)
 : -45	5	-2	15*	1.4	-8	-2	4	-30
CCOc1nonc1C(=N)/C(C(C)=O)=C(\C)O
 : 6	-5	-1	0.0	-1.5	-3	-2	-1	-3
O=C(O)Cn1nc(-c2ccccc2)c2ccccc2c1=O
 : -3	7	-1	0.0	-1.7	-1	-5	-4	-7
Cc1ccccc1NC(=O)NC1(C(=O)N2CCCC2)CCCCC1
 : 2	-7	4	-0.1	-1.2	-1	-3	-7	5
CC1CC(C)CN(S(=O)(=O)N2CCC(C(=O)NCCc3ccccc3)CC2)C1 (stereo not given)
 : 2	13	0	0.0	-1.5	-7	-6	4	-2
CCc1c(C)sc(NC(=O)c2cc(-c3ccc(OC)c(OC)c3)on2)c1C#N
 : 16	-13	-1	0.2	3.0	-4	-3	0	-1
CC(C)Cc1cc(C(=O)N2CCC(N3CCC(C(=O)N4CCOCC4)CC3)CC2)n[nH]1
 : 2	-6	2	-0.2	2.6	-6	-2	-1	-12
COc1ccc(OC)c(NC(=O)c2nnn(Cc3ccccc3C)c2N)c1
 : 15	5	-2	0.0	5.1	2	-1	13	-14
Cc1ccc(C(=O)NNC(=O)c2ccncc2)cc1S(=O)(=O)N1CCOCC1
 : 3	15	-3	0.0	-0.4	-1	0	-1	7
COc1ccc(NC(=S)N2CCC(N(C)CC3CCCO3)CC2)cc1Cl (stereo not given)
 : -21	-6	-2	3.5	-9.5	-12	-7	-6	-18
Cc1nnc(N2C(=O)c3cccc4c([N+](=O)[O-])ccc(c34)C2=O)s1
 : 0	31	0	2.1*	-0.3	-27	-7	-2	4
CCN(CC)C(=O)CSc1nc2c(c(-c3cccnc3)c1C#N)CCCC2
 : 13	7	-9	-0.1	0.4	8	-1	2	11
COc1ccc(O)c(C(=O)c2cnn(C(=O)c3cccc(S(=O)(=O)N(C)C)c3)c2)c1
 : 4	-11	x	0.0	x	x	x	x	7
COc1cc(C(=O)NCCC(=O)NC2CCCCCCC2)cc(OC)c1OC
 : -12	4	7	-0.1	2.1	0	-3	-10	5
Cc1cc(C)c(OCC(=O)NCC2CCCO2)c(C)c1 (stereo not given)
 : -5	4	0	0.1	3.0	4	4	42*	-7
CCOC(=O)c1cc(NC(=O)CSCCO)ccc1Cl
 : -6	1	8	0.0	-0.2	-5	-2	-3	-1

The list goes on; the last 3 above are carried over.
Every second line gives: proCasp7 act	JMJD2C inh	CTSL1 counter	Efflux pump inh	PP5 inh	core dimer inh	TPT1 inh	PP1 inh	proCasp3 act
COc1cc(C(=O)NCCC(=O)NC2CCCCCCC2)cc(OC)c1OC
 : -12	4	7	-0.1	2.1	0	-3	-10	5
Cc1cc(C)c(OCC(=O)NCC2CCCO2)c(C)c1 (stereo not given)
 : -5	4	0	0.1	3.0	4	4	42*	-7
CCOC(=O)c1cc(NC(=O)CSCCO)ccc1Cl
 : -6	1	8	0.0	-0.2	-5	-2	-3	-1
COc1cccc(-c2nc(NCc3ccco3)c3ccccc3n2)c1O
 : 6	3	-3	-0.1	-0.7	2	0	1	-3
C=CCn1c(SCC(=O)N2CC(=O)Nc3ccccc32)nc2scc(-c3cccs3)c2c1=O
 : 1	92	2	0.1	3.5	28	-3	6	-8
Cc1cc(NC(=O)CCc2ccccc2)c([N+](=O)[O-])cc1C
 : 14	-3	-1	-5.7	1.4	-3	-3	2	6
Cc1nc([N+](=O)[O-])c(Br)n1Cc1ccccc1
 : 1	7	0	0.1	0.7	3	3	-4	12
CCOc1ccc2nc(SCC(=O)N(C)C3CCS(=O)(=O)C3)[nH]c2c1 (stereo not given)
 : 6	21	2	0.0	-2.4	3	1	-4	4
COc1cccc(CN2CCN(C(=O)CC(C)C)CC2)c1
 : 9	16	-2	0.0	-0.5	3	-5	0	2
O=C(Nc1ccc(F)cc1)N(CCCN1CCOCC1)Cc1cc2cc3c(cc2[nH]c1=O)OCO3
 : 3	-5	-4	0.1	3.1	0	2	-4	5
C/C(=N\NC(=O)COc1cccc2ccccc12)c1cccs1
 : 2	-13	-27	0.2	5.4	-11	1	1	7
O=C(NCCN1C(=O)S/C(=C/c2ccccc2)C1=O)C1CC(=O)N(Cc2ccccc2)C1 (stereo not given)
 : -1	-2	x	0.1	2.8	x	x	-2	-3
COc1ccc(C2C3=C(CCCC3=O)Nc3ccc4ncccc4c32)cc1OC (stereo not given)
 : 3	-41	2	-0.1	2.2	0	-2	0	4
COc1ccc(Nc2nc(C)nc3c2nnn3Cc2ccccc2)cc1OC
 : -55	0	2	0.0	1.9	0	-5	3	-56
COc1cc(CNc2cc(C)ccc2C)cc(OC)c1OC
 : 6	0	1	0.1	1.7	-2	2	-1	-7
COc1ccc(OC)c(/C=N/NC(=O)CCc2ccc(O)c(O)c2)c1
 : 0	-13	-4	0.0	1.3	-12	-2	2	-8
N#Cc1c(N)n(-c2cccc(O)c2)c2nc3ccccc3nc12
 : -4	0	3	-0.5	1.6	2	3	5	0
Cc1cc(C)n(-c2cc(N3CCN(S(=O)(=O)c4ccc(Cl)cc4)CC3)ccc2[N+](=O)[O-])n1
 : 0	-2	2	0.2	2.8	9	0	0	4
CCCCC(=O)NS(=O)(=O)c1ccc(N=NN2CCCCC2)cc1
 : 0	6	-1	1.0	3.2	-12	-2	-1	-3
Cc1cc(NS(=O)(=O)c2c(C(=O)N3CCOCC3)c(C)n(C)c2C)ccc1Br
 : -8	6	-4	0.0	0.4	6	0	-2	-4
COc1ccccc1NC(=O)CN(Cc1ccco1)C(=O)c1cccs1
 : -5	0	0	0.1	-2.0	-5	-2	-1	-2
Cc1ccc(C(=O)Nc2c(N)nc(SCC(=O)NCC3CCCO3)[nH]c2=O)cc1 (stereo not given)
 : 1	5	-3	0.2	2.0	-9	-3	1	-1
CCOc1ccc(CC(=O)C2C(=O)CC(C)(C)CC2=O)cc1OCC
 : -1	36	2	0.0	-1.2	-3	1	-1	-1
CCC(O)(c1ccc(OC)cc1)C(CN1CCOCC1)c1ccccc1 (stereo not given)
 : 7	-2	-1	-0.1	0.3	-1	0	-2	-3
Nc1nonc1-n1nnc(C(=O)N/N=C/c2cccnc2)c1CSc1ccccc1
 : -1	5	-3	0.6	1.4	-8	1	1	-4
O=C(NCc1ccccc1)c1ccc(NC(=O)C2CCCO2)cc1 (stereo not given)
 : 10	6	-1	-0.1	1.3	3	0	2	-4

Source: PubChem BioAssay
